EPAC2 antagonist: EPAC2 (human) antagonism | EPAC2 GEF exchange of Rap1B-BODIPY-GDP, fluorescence | Potency, µM (doses to about 114 µM), for the others: at the highest dose activity, negative = inhibition, usual class: inhibitors | hit rate 0.18% among 360,000; further: potency means the concentration at half of the fitted maximal effect; on the % scale 0 is the no-effect control and ±100 the full control effect; nearly all actives have a fitted effect of over 45% in size; many of its hits are not listed in these tables
Target sequence (Q8WZA2 whole entry, looked up): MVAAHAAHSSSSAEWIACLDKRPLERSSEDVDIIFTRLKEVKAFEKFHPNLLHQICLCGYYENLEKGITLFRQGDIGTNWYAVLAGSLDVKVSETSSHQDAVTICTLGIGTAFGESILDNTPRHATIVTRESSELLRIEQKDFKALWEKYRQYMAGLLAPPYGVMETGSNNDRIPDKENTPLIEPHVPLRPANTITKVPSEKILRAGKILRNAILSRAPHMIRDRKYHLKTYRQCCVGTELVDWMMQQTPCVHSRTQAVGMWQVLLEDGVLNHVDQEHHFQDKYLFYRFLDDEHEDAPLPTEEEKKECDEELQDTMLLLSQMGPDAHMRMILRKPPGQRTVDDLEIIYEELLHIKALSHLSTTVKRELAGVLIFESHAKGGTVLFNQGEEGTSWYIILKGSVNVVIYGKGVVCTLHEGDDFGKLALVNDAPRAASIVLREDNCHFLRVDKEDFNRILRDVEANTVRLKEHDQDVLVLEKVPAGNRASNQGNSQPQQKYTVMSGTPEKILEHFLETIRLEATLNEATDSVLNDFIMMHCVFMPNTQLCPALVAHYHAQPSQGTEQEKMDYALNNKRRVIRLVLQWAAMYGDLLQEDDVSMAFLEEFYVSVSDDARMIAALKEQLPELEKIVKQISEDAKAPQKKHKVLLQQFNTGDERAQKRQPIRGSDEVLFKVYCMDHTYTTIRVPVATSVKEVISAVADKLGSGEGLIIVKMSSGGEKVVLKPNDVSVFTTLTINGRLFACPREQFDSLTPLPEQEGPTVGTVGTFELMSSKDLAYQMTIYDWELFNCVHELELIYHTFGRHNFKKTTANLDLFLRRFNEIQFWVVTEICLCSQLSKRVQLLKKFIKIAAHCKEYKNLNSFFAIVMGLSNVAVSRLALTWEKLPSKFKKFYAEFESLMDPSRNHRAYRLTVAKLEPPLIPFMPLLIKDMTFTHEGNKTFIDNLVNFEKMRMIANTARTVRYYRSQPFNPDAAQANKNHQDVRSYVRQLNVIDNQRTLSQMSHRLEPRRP
MmCpn inh: inhibitors of Methanococcus maripaludis chaperonin (MmCpn); purified Mm-Cpn ATPase, ADP Transcreener TR-FRET; Potency, µM (series often up to 76.9 µM), inactives show top-dose activity, negative = inhibition, actives largely listed as inhibitors; hit rate 0.031% among 330,000; further: potency means the concentration at half of the fitted maximal effect; on the % scale 0 is the no-effect control and ±100 the full control effect; nearly all actives have a fitted effect of over 80% in size
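25 nM Mm-CPN + cpd, 10 min 37°C; + 10 uM ATP, 30 min 37°C; buffer 30 mM Tris pH 7.4, 100 mM KCl, 5 mM MgCl2, 1 mM DTT; Transcreener ADP HTRF detection 30 min RT.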
D3 ag: agonists of human D3 dopamine receptor | P35462 | D3R DiscoveRx beta-arrestin cells, luminescence, 90 min | max activation, % | hit rate 0.58% among 410,000 | AID 652048; in the data active means max activation above about 30%; further: 0% is about no effect; mostly tested at two doses, the higher about 12 µM
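Cells at 1500/well, incubated overnight, then treated with pinned compounds (dopamine as control) for 90 min at 37 degrees C. DiscoveRx reagent added for 30 - 60 minutes at room temperature; luminescence read.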
CCT modulator: cytosolic chaperonin activity modulation | purified chaperonin ATPase assay, HTRF ADP detection, 30 min | activity change, % (concentration not given with the values), hits read low | hit rate 0.3% among 360,000; in the data active means activity change below about -30%; further: on the % scale 0 is the no-effect control and ±100 the full control effect
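TRiC at 40 or 20 nM final (batch-dependent) in 30 mM Tris pH 7.4, 100 mM KCl, 5 mM MgCl2, 1 mM DTT, with compound at single 76 uM and 10 uM ATP, 30 min at 37 deg C. ADP detected by HTRF Transcreener, 665/615 ratio.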
EPAC2 agonist: EPAC2 (human) agonism | Potency, µM (top dose mostly 154 µM), without a hit: top-dose activation, actives largely listed as activators | hit rate 0.079% among 360,000 | EPAC2 activation, biochemical qHTS; response scale: 100% = 6.5 mM cAMP response | Q8WZA2; further: potency means the concentration at half of the fitted maximal effect; nearly all actives have a fitted effect of over 50% in size
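Compounds were titrated in qHTS against a Rap1B-BODIPY-GDP (250 nM) complex with EPAC2 (100 nM) and GDP (50 uM). BODIPY-GDP release tracked at 480/540 nm over 30 min at room temperature, normalized to 6.5 mM cAMP.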
DRD3 antagonist: blocks the human D3 dopamine receptor; max response, negative = inhibition, %; D3R cells, DiscoveRx beta-arrestin luminescence, antagonist mode; hits give low values; P35462; hit rate 2.5% among 360,000; in the data active means max response below about -50%; inconclusive means no clear call, values can overlap the other calls; further: on the % scale 0 is the no-effect control and ±100 the full control effect; mostly tested at two doses, the higher about 12 µM
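Cells expressing the human receptor were seeded at 1500 cells/well, incubated overnight at 37 degrees C in 5% CO2, then exposed to library compounds with dopamine controls for 90 minutes at 37 degrees C before luminescent detection.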
pAkt inh: Akt phosphorylation inhibition; Neuro2A IGF-stimulated pAkt S473 HTRF, 20 min; hits give low values; activity change, % for hits at 50 µM; hit rate 0.32% among 360,000; in the data active means activity change below about -80%; inconclusive means mostly about -51% to -80%; further: on the % scale 0 is the no-effect control and ±100 the full control effect
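Single-point screen (50 µM final compound) in Neuro2A cells stimulated 20 min with 6 nM IGF at 37 deg C. After lysis, Ser473-phosphorylated Akt read by HTRF (ex 330 nm, em 615/665 nm) as the 665/615 ratio.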
PTHR1 ag: activates the human parathyroid hormone receptor PTHR1; Q03431; HEK293 GP2 PTHR1 cells, GloSensor cAMP luminescence, 1 h; Potency, µM (top dose mostly 115 µM), without a hit: at the highest dose activation, usual class: activators; hit rate 0.075% among 410,000; further: potency means the concentration at half of the fitted maximal effect; nearly all actives have a fitted effect of over 55% in size; some results filed as inactive show a strong effect at the top dose; inactives centre near -15; many of its hits are not listed in these tables
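HEK-293-derived GP2 cells expressing PTHR1 and a GloSensor cAMP reporter, 3,000/well, plated overnight, given luciferin plus IBMX (each 0.5 mM as added) for 1 h at 37 °C, then compound for 1 h at 37 °C. Luminescence was read after 15 min at room temperature.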
* = called active by the depositor; i = inactive; ? = inconclusive; · = no result given; & = joins results of further samples; [ ] = dose if it differs, or a comment. Unless noted, the call rests on the fitted dose curve; in most records, active means well fitted curve in the direction sought with a large enough effect; inconclusive means small, poorly fitted or top-dose-only effect, or another doubt; inactive means no such curve, though single readings can be large; an effect the other way counts as inactive or inconclusive. Some of the compounds tested, so the mix of outcomes need not match the whole.

SMILES	EPAC2 antagonist	MmCpn inh	D3 ag	CCT modulator	EPAC2 agonist	DRD3 antagonist	pAkt inh	PTHR1 ag
O=c1ccc(-c2ccccc2)nn1Cc1ccc(F)cc1Cl	?	2%	26&9	0.7	14%	0	i	-30%&-1%
C=CCOc1cccc(C2/C(=C(/O)c3ccc(C)cc3)C(=O)C(=O)N2CCN2CCOCC2)c1 (centres undefined)	10%	-3%	4	-0.2	-9%	-12	i	i
COc1cc(C)c(C(N)=O)c(OC)n1	5%	2%	-3	-1.8	-3%	1	i	i
COC(C[C@@H]1O[C@@H]1C(=O)COCc1ccccc1)OC	12%	-2%	-10	-2.0	9%	-2	i	i
O=C(NCc1ccccc1)c1ccc(CS(=O)Cc2cccc(Cl)c2)o1 (centres undefined)	12%	·	5	-0.7	11%	17	i	-5%
O=C(N/N=C/c1c(Cl)cccc1Cl)c1ccc(F)cc1	7%	-8%	-22	-2.1	-6%	-15	i	-13%[57.5 µM]
O=C(CSc1nc2ccccc2n1CCc1ccccc1)N1CCOCC1	10%	0%	-11	-0.9	-5%	-1	i	-7%
COc1ccc(C2c3[nH]c4ccccc4c3CCN2Cc2cccn2-c2ncccn2)cc1C (centres undefined)	6%	-7%	1	0.7	3%	3	i	-2%
Cc1cccc(NS(=O)(=O)c2ccc(C)c(NS(=O)(=O)c3cccs3)c2)c1	17%	-2%	4	1.4	-1%	-25	i	i
O=C(CCC(=O)N1CCN(c2ccccc2F)CC1)c1ccc(F)cc1	-3%	-6%	2	1.1	-3%	12	i	i
COc1ccc(-c2ccc3c(c2)[C@@H]2C[C@H]4[C@@H](C(=O)N2CC3)[C@H](C)ON4C)cc1	-3%	·	8	-0.9	10%	53	i	-14%
CC(C)(C)c1nc2c(C#N)c(-c3ccc(Cl)cc3)ccn2n1	-10%	-2%	-1	-1.6	6%	14	i	-30%[inhibitor]
CCOC(=O)N1CCN(C(=O)COc2cccc3c2CCN(Cc2ccccc2F)C3=O)CC1	-14%	-3%	4	-3.6	9%	-11	i	i
O=C(/C=C\c1ccc(-c2ccccc2)o1)c1ccccc1	-14%	-3%	-6	-2.9	2%	-27	i	-57%[inhibitor]
O=C(CN(c1ccccc1)S(=O)(=O)c1ccccc1)NCCSc1nc2ccccc2s1	0%[57.1 µM]	-10%	8	-1.4	14%	-1	i	i
N#Cc1ccc(NC(=O)Nc2cccc(C#N)c2)cc1	7%	-2%	0	-1.2	21%	-3	i	-77%[inhibitor]
O=C(C1=C[C@H](C2CCCCC2)C[C@H](OCCCCO)O1)N1CCN(Cc2ccccc2)CC1	2%	·	8	-2.2	-2%	0	i	i
COC(=O)c1c(NC(=O)/C=C/c2ccc3c(c2)OCO3)sc(C)c1C	1%	-15%	0	-1.6	6%	18	i	i
COc1ccc([N+](=O)[O-])cc1NC(=O)CCN1CCN(c2ccccc2)CC1	12%	2%	75*	-1.9	6%	-25	i	i
CC1(CCc2ccccc2)NC(=O)N(CC(=O)O)C1=O (centres undefined)	14%	0%	-5	-1.0	1%	13	i	2%
N#CC1=C2SCN(Cc3ccco3)CN2C(=O)CC1c1c(F)cccc1Cl (centres undefined)	?	-19%	-3	-2.1	12%	3	i	i
Cc1cccc(NC(=O)/C(C#N)=C/c2ccccc2Cl)n1	-2%	0%	3	-2.6	10%	30	i	i
COCCn1nnnc1C(CC(C)C)N1CCN(C(=O)c2ccco2)CC1 (centres undefined)	16%	0%	2	1.2	-3%	0	i	-8%
CN(C)c1ccc(C(=O)OCc2ccc(Br)cc2)cc1	-14%	-2%	-4	0.3	-3%	8	i	-13%
C=CCOC(=O)C1=C(C)NC(=S)C(C#N)(CC=C)C1c1ccccc1Cl (centres undefined)	-17%	1%	-17	-0.1	4%	-4	i	-26%
CCOC(=O)/C=C/[C@H]1CC2(CCO1)SCCCS2	6%	-14%	-3	-0.9	4%	-24	i	-47%[inhibitor]
Cc1cc(S(=O)(=O)N2CCN=C2c2ccccc2)c(C)cc1Cl	-11%	2%	5	-3.1	-4%	0	i	-2%
Cc1cc(C)c(NC(=O)Nc2ccc3c(c2)OCO3)c(C)c1	4%	2%	2	-3.6	5%	-4	i	21%
CC(C)(C)C(=O)/C=C/c1ccc(Oc2ccccc2)cc1	-15%	-1%	1	-0.5	8%	-4	i	-13%
O=C(CNC(=O)c1ccco1)OCc1ccc(C(=O)c2ccccc2)cc1	-8%	3%	12	-2.7	4%	12	i	-9%
CCCCCc1cc(=O)oc2c(C(CCN3CCCC(C)C3)c3cc(OC)c(OC)c(OC)c3)c(OC)cc(OC)c12 (centres undefined)	-23%	-9%	-61	-0.8	8%	?	i	i
COc1ccc2cc(CN(Cc3cccs3)Cc3nnnn3Cc3ccccc3)c(=O)[nH]c2c1	-3%	-9%	0	-0.6	9%	29	i	i
O=C(Nc1ccc2oc(-c3ccccc3F)nc2c1)c1ccco1	7%	2%	4	-2.7	-8%	-5	i	-23%
Cn1cc(CNCc2ccc(OC(F)(F)F)cc2)c(-c2ccc3c(c2)OCCO3)n1	-10%	-5%	4	0.9	3%	21	i	-38%[inhibitor]
CCOC(=O)Nc1ccc2c(c1)N(C(=O)CN1CCN(CCO)CC1)c1ccccc1CC2	-1%	-1%	-18	0.8	3%	4	i	i
CCCCNC(=O)Nc1nnc(C(C)(C)C)s1	-3%	2%	1	-1.1	6%	11	i	-14%
Cc1ccc(S(=O)(=O)NC(C)c2ccccc2)cc1[N+](=O)[O-] (centres undefined)	-5%	0%	-12	-0.7	-2%	-14	i	i
CC(=O)c1sc(NC(=O)CCCOc2ccc(Cl)cc2)nc1C	14%	?	-9	-3.0	-5%	-5	i	-12%
Cc1ccccc1C(=O)NNC(=O)Cc1cccc2ccccc12	-4%	1%	-2	2.5	10%	5	i	i
Cc1occc1-c1n[nH]c(=S)n1CC(C)C	-1%	-2%	-1	-13	-2%	?	i	27%[57.5 µM]
COc1ccc(S(=O)(=O)N2CCOCC2)cc1NC(=O)Cc1sc(C)nc1-c1ccc(F)cc1	-9%	4%	3	0.4	0%	26	i	i
CC(=C/c1ccccc1)/C=N/NC(=O)c1nnn(-c2nonc2N)c1CN1CCC(C)CC1	-5%	0%	5	-2.6	-1%	8	i	-3%
CCOc1ccc(N(C(=O)c2snc(C(N)=O)c2N)C(C)C(=O)NC2CCCCC2)cc1 (centres undefined)	-13%	1%	1	-0.2	-7%	-16	i	i
O=C(N[C@@H]1CCC(=O)N(CC[C@H](Sc2ccccc2)c2ccccc2)CC1)OCc1ccccc1	-7%	2%	-49	-1.1	13%	-92*	i	i
Oc1[nH]c2ccccc2c1N=Nc1ccc(F)cc1	102%[activator]	-1%	7	1.3	-208%[inhibitor]	3	i	i
Cc1c(C)c2ccc(OCC(=O)N3CCC(C(=O)O)CC3)c(C)c2oc1=O	8%	-4%	-3	-0.4	10%	5	i	-21%
COCCn1nnnc1CN(CCc1ccccc1)Cc1cc2cc(OC)ccc2[nH]c1=O	-2%	·	-4	1.0	6%	-5	i	i
O=c1[nH]c(-c2cccnc2)nc2sc(-c3ccccc3)cc12	2%	-3%	-4	-2.7	2%	2	i	i
Cn1c(=O)c2c(=O)cc(NNC(=O)C(C)(C)C)[nH]c2n(C)c1=O	0%	1%	9	-1.7	0%[15.6 µM]	-1	·	-1%[57.5 µM]
COc1ccc(OC)c(CNC(=O)CCc2cn(C)c3ccccc23)c1	-5%	0%	-11	-3.4	12%	-1	i	0%

A draw from above in order of length of the SMILES, lowest first:
SMILES	EPAC2 antagonist	MmCpn inh	D3 ag	CCT modulator	EPAC2 agonist	DRD3 antagonist	pAkt inh	PTHR1 ag
COc1cc(C)c(C(N)=O)c(OC)n1	5%	2%	-3	-1.8	-3%	1	i	i
Cc1occc1-c1n[nH]c(=S)n1CC(C)C	-1%	-2%	-1	-13	-2%	?	i	27%[57.5 µM]
CC1(CCc2ccccc2)NC(=O)N(CC(=O)O)C1=O (centres undefined)	14%	0%	-5	-1.0	1%	13	i	2%
Cc1ccccc1C(=O)NNC(=O)Cc1cccc2ccccc12	-4%	1%	-2	2.5	10%	5	i	i
CC(C)(C)C(=O)/C=C/c1ccc(Oc2ccccc2)cc1	-15%	-1%	1	-0.5	8%	-4	i	-13%
O=C(CNC(=O)c1ccco1)OCc1ccc(C(=O)c2ccccc2)cc1	-8%	3%	12	-2.7	4%	12	i	-9%
COC(=O)c1c(NC(=O)/C=C/c2ccc3c(c2)OCO3)sc(C)c1C	1%	-15%	0	-1.6	6%	18	i	i
C=CCOC(=O)C1=C(C)NC(=S)C(C#N)(CC=C)C1c1ccccc1Cl (centres undefined)	-17%	1%	-17	-0.1	4%	-4	i	-26%
Cc1c(C)c2ccc(OCC(=O)N3CCC(C(=O)O)CC3)c(C)c2oc1=O	8%	-4%	-3	-0.4	10%	5	i	-21%
COc1ccc([N+](=O)[O-])cc1NC(=O)CCN1CCN(c2ccccc2)CC1	12%	2%	75*	-1.9	6%	-25	i	i
O=C(CN(c1ccccc1)S(=O)(=O)c1ccccc1)NCCSc1nc2ccccc2s1	0%[57.1 µM]	-10%	8	-1.4	14%	-1	i	i
O=C(C1=C[C@H](C2CCCCC2)C[C@H](OCCCCO)O1)N1CCN(Cc2ccccc2)CC1	2%	·	8	-2.2	-2%	0	i	i

Screening data: PubChem, National Center for Advancing Translational Sciences (NCATS)
